Assay outcomes deposited in PubChem BioAssay by several laboratories.
Neddylation inh: cullin neddylation inhibition | 0.58% of 360,000 active | TR-FRET cullin neddylation, biochemical | P61081+Q13564 | calls only at 25 µM; in the data active = inhibition above about 36%
SKN-1 inh: blocks SKN-1 activity in C. elegans. 0.49% of 360,000 active. AID 624304. C. elegans VP596 Pgst-4::GFP/RFP ratio, acrylamide-induced, 24 h. inhibition, % at 21.8 µM;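 active = interference check ratio from 0.5 to 1.5 plus GFP to RFP signal ratio inhibition reaching or exceeding a fixed threshold, cut at about 30% in these data, passing the limit was not always enough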; also: some compounds called inactive have numbers as strong as hits
MsrA inh: inhibits bovine methionine sulfoxide reductase A. purified bovine MsrA, absorbance read-out. inhibition, % at 15.5 µM. 0.75% of 360,000 active; in the data active = inhibition above about 4.5%;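 also: 0% = vehicle wells with enzyme and 100% = reference inhibitor wells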
MT1-MMP act inh: blocks activation of human MT1-MMP; 0.061% of 360,000 active; HT1080 RFP-PRO-GFP cells, GFP/RFP ratio fluorescence, overnight; percent of plate control window, DMSO zero; GFP/RFP ratio change, % at 20 µM; P50281;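 active = GFP/RFP ratio change of at least 30% with cell ATP level not reduced by more than half and red fluorescence within 50% of control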; also: strong numbers were not always called active
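Assay system – RFP-PRO-GFP reporter HT1080 cells · Compound dosing – single dose of 20 µM compound, 1% DMSO final · Incubation – overnight compound exposure at 37 °C · Measure – GFP/RFP fluorescence ratio · Benchmarks – DMSO wells and RFP-L50D-GFP cells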
eLon inh: E. coli protease La inhibition | 0.42% of 360,000 active | purified E. coli Lon protease, fluorescence polarization | P0A9M0 | AID 602123 | inhibition, % at 7.94 µM; in the data active = inhibition above about 13%, passing the limit was not always enough;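 also: 0% = enzyme with probe and DMSO and 100% = no enzyme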
Rin1 Abl inh: blocks binding of human Rin1 to Abl; TR-FRET Rin1/Abl binding, biochemical; P00519+Q13671; inhibition, % at 7.35 µM; 0.4% of 360,000 active; in the data active = inhibition above about 5%, passing the limit was not always enough
FAS TE block: inhibitors of human fatty acid synthase thioesterase domain. inhibition, % at 15 µM. 0.67% of 360,000 active. P49327. recombinant FAS-TE, OMFH fluorogenic substrate, fluorescence endpoint. AID 602261;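 active = compounds whose normalised, plate-corrected inhibition of enzyme fluorescence in the single-dose primary screen is 50% or more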;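 also: 0% = DMSO with enzyme and 100% = substrate without enzyme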
NRP1-CendR mod: NRP-1/CendR interaction modulation; O14786; FAM-RPARPAR peptide binding to NRP-1, fluorescence polarization; inhibition, % at 25 µM; 0.85% of 360,000 active; AID 602438;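 active = inhibition or corrected inhibition above about 18%, plus a signal ratio from 0.5 to 1.5, limit read from the data, passing the limit was not always enough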; also: strong numbers were not always called active
bovine MsrA act: activators of bovine methionine sulfoxide reductase A; purified bovine MsrA, absorbance read-out; activation, % at 10.6 µM; 0.3% of 360,000 active; AID 602163; in the data active = activation above about 7.5%;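 also: 0% = vehicle and 100% = reference activator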
The depositor's hits bear a star; i = inactive; . = no result given.

| SMILES | NRP1-CendR mod | FAS TE block | MT1-MMP act inh | Rin1 Abl inh | MsrA inh | bovine MsrA act | SKN-1 inh | eLon inh | Neddylation inh |
| --- | --- | --- | --- | --- | --- | --- | --- | --- | --- |
| COc1ccccc1C(=O)NNC(=O)c1cccc([N+](=O)[O-])c1 | 6 | -8 | 1 | 0 | -1.0 | -6 | 6 | 3 | i |
| CCOC(=O)c1c(NC(=S)Nc2cccnc2)sc(C)c1C | -4 | 1 | 1 | 3 | -0.4 | 0 | -5 | -2 | i |
| CC1(O)CC(=O)N(c2ccccc2)O1 (centres undefined) | -4 | -4 | 3 | -5 | -0.2 | -1 | -25 | -13 | i |
| CCOc1cc(C(=O)CCC(=O)OCC(=O)Nc2ccc(F)cc2)ccc1O | -3 | -8 | 3 | 0 | -1.7 | -5 | 1 | 18 | i |
| Cc1ccc2c(c1)N(CC(=O)N1CCCCC1c1cccnc1)C(=O)CO2 (centres undefined) | 3 | -9 | 2 | -3 | -0.7 | 0 | 3 | 0 | i |
| COc1ccc(NC(=O)c2ccco2)cc1NC(=O)c1ccccc1 | 1 | -3 | 1 | 2 | -0.5 | -2 | 4 | 5 | i |
| O=C(NCC1CC1)c1cc(-c2ccccc2)nn1CC1CC(c2cccnc2)=NO1 (centres undefined) | -8 | -15 | -4 | -3 | -0.3 | -8 | 8 | -3 | i |
| O=C(NN=Cc1cccc([N+](=O)[O-])c1)c1cccc2ccccc12 | 1 | 6 | 4 | 1 | -0.1 | -4 | 13 | 1 | i |
| CCOCc1c(C(=O)N2CCN(Cc3ccc(Br)s3)CC2)oc2ccccc12 | 4 | 10 | 6 | 1 | -0.2 | -4 | -12 | 16 | i |
| CCCNC(=O)C1(C)CCN(Cc2ccc(C)c3ccccc23)C1 (centres undefined) | -3 | 6 | -1 | 0 | 1.5 | -2 | -6 | -10 | i |
| CSc1ccc(OC2(C)CCN(Cc3ccc4c(c3)OCCO4)C2)cc1 (centres undefined) | 0 | 9 | 1 | -3 | 2.3 | -2 | 6 | 2 | i |
| COc1cccc(-c2nn(-c3ccc(C)cc3)cc2C(=O)N2CCN(C3CCS(=O)(=O)C3)CC2)c1 (centres undefined) | 2 | 0 | 2 | 1 | -0.3 | -1 | 4 | -9 | i |
| Cc1ccc(CNC(=O)C2CC(c3cccc([N+](=O)[O-])c3)=NO2)o1 (centres undefined) | -3 | 36 | 1 | 0 | 1.2 | -7 | -2 | -6 | i |
| CCOc1ccc(Nc2nc3cc(S(=O)(=O)N(CC)CC)ccc3o2)cc1 | 1 | 21 | -2 | 0 | . | -2 | 16 | -2 | i |
| COc1ccccc1OCCC(=O)OCC(=O)Nc1ccc(Br)cc1 | 0 | 2 | -3 | -2 | -0.2 | -4 | 3 | 0 | i |
| CC(=O)c1cc2c(cc1NS(=O)(=O)c1ccccc1Br)OCO2 | -8 | 26 | 1 | -1 | 1.4 | -4 | 3 | 3 | i |
| O=C(NCCOc1ccccc1Cl)c1cccc2c1C(=O)c1ccc(Cl)cc1S2(=O)=O | -25 | 6 | 4 | -3 | -1.4 | -2 | 8 | 3 | i |
| Cc1ccc(C)c(NC(=O)C2(C)CCN2C(C)C)c1 (centres undefined) | 7 | -5 | 2 | -1 | 0.2 | -4 | 1 | -2 | i |
| COc1cccc(C(=O)Nc2nc3ccccc3[nH]2)c1 | -1 | -9 | 10 | 3 | 2.5 | -1 | 11 | -5 | i |
| CCCC1=C(C(=O)OCC)C(c2ccc(N(C)C)cc2)n2ncnc2N1 (centres undefined) | -5 | -7 | -14 | -4 | 1.6 | -1 | -6 | -7 | i |
| Nc1c(C(=O)N2CCCCC2)sc(=S)n1-c1ccccc1 | 0 | -8 | -1 | -2 | 2.6 | -3 | -3 | -5 | i |
| CN1CCN(S(=O)(=O)c2cccc(C(=O)Oc3ccc(Br)cc3F)c2)CC1 | 15 | 16 | -2 | 3 | 1.6 | -4 | -18 | 9 | i |
| Cc1cccc(C)c1OCCNC(=O)C(=O)NCc1ccco1 | -3 | -4 | 3 | -3 | 0.7 | -11 | -16 | -10 | i |
| CCC1CN(C(=O)N2CCC(C(=O)Nc3ccccc3OC)CC2)c2ccccc2O1 (centres undefined) | -2 | 2 | 0 | 2 | 0.2 | -1 | -1 | 3 | i |
| Cc1ccc(S(=O)(=O)N2CCN(C(=O)c3ccccc3-c3nc4ccccc4s3)CC2)c(C)c1 | -5 | 15 | 1 | 3 | -0.8 | -3 | 13 | -15 | i |
| O=C(Cc1ccc(-n2c(=S)[nH]c3ccccc3c2=O)cc1)N1CCN(c2ccccc2)CC1 | -1 | 2 | 9 | 1 | 1.6 | -2 | 12 | 5 | i |
| Cc1ccc(NC(=O)ON=C2CCCC2)cc1 | -1 | -8 | 2 | 1 | -0.7 | -8 | 14 | 4 | i |
| CCCCC(CC)CN=C(N)NC(N)=NCCCCCCN=C(N)NC(N)=NCC(CC)CCCC (centres undefined) | -8 | -37 | . | 9 | . | 9.7* | 38* | 12 | i |
| CC(=O)O[C@@H]1[C@H](Oc2c(O)c(C)c3c4c2[C@H](C)CC[C@H]4[C@H](C)C[C@@H]3C=C(C)C)O[C@@H](C)[C@@H](O)[C@H]1O | -3 | 14 | 6 | -2 | 1.0 | -8 | 5 | 6 | i |
| CCOC1=C2CN(S(=O)(=O)c3ccc(C)cc3)[C@H](c3cccc(Cl)c3)C[C@H]2[C@H]2C(=O)N(c3ccccc3)C(=O)[C@H]2C1 | 9 | 81* | 0 | -1 | -0.7 | -3 | 6 | -5 | i |
| CC(=O)Nc1ccc(-n2cnnn2)cc1 | 6 | -9 | 5 | 2 | -0.6 | -1 | -21 | 0 | i |
| COC(=O)c1cc(NC(=O)c2ccc(C)cc2)c(=O)oc1C | 2 | -2 | -10 | 2 | 1.4 | -1 | -9 | 1 | i |
| CN(CC(=O)NCC(c1ccccc1)N1CCCC1)S(=O)(=O)c1ccc(Cl)cc1 (centres undefined) | 11 | -1 | 0 | -1 | -0.9 | 0 | 10 | 9 | i |
| Cc1cc2c(c(=O)n1CCN(C)C)C(c1ccc(Cl)cc1)C(C#N)=C(N)O2 (centres undefined) | 1 | -1 | 2 | -1 | -0.9 | -3 | 20 | -1 | i |
| CCOC(=O)C1(Cc2ccccc2)CCN(Cc2cnn(C(C)C)c2)CC1 | 16 | -1 | -3 | 1 | 0.7 | -1 | -5 | 2 | i |
| COc1ccc(Cl)cc1C(=O)OCC(=O)NC1CCCC(C)C1C (centres undefined) | -3 | 34 | 1 | -1 | 0.6 | -1 | 13 | -9 | i |
| O=C(c1ccccc1Cl)N1N=C(c2cccs2)CC1c1cccc(O)c1 (centres undefined) | -4 | 3 | 0 | 4 | 1.4 | -4 | 22 | -14 | i |
| CCOC(=O)Cc1csc(NC(=O)c2cc3c(s2)CCCC3)n1 | -10 | 6 | -38 | -8 | 0.4 | -8 | -19 | -3 | i |
| O=C(OC(C(=O)Nc1cccc(C(F)(F)F)c1)c1ccccc1)C1CCCCC1 (centres undefined) | -4 | 23 | -4 | -1 | 0.2 | 0 | -4 | -3 | i |
| O=C1CC2(CCN(C(=O)c3ccc(F)cc3)CC2)Oc2ccccc21 | 13 | -4 | -3 | -1 | -0.5 | -2 | 1 | -7 | i |
| O=C(O)CN1C(=O)NC2(CCCc3ccccc32)C1=O (centres undefined) | 16 | -2 | 3 | 5 | 0.6 | -1 | 20 | 1 | i |
| FC(F)(F)c1ccc(CN2C[C@@H]3C(c4ccc(C(F)(F)F)cc4)C4(c5cccnc5)CC3(C4)[C@H]2c2ccccc2)cc1 (some centres undefined) | -3 | 29 | -7 | 2 | -0.3 | -4 | 9 | 3 | i |
| C/C(=N\NC(=O)CSc1nc2ccccc2o1)c1cccc(O)c1 | 6 | -1 | 4 | -2 | -0.4 | -4 | -12 | -3 | i |
| Cc1nn(CSc2c(F)c(F)c(F)c(F)c2F)c(C)c1[N+](=O)[O-] | 4 | 15 | -4 | 4 | 1.2 | 0 | 11 | -3 | i |
| CCOC(=O)c1c(NC(=O)Nc2ccccc2)sc(C)c1C | 14 | 16 | -19 | -1 | 2.4 | -4 | 16 | 3 | i |
| CN1C(=O)C(=O)/C(=C(/O)c2ccccc2)C1c1ccc(Br)cc1 (centres undefined) | 4 | -3 | 3 | 1 | 3.9 | -3 | 5 | 3 | i |
| CC(=O)NC(=C(Cl)Cl)S(=O)(=O)c1ccccc1 | 1 | -5 | 0 | -1 | -0.2 | -8 | -2 | -1 | i |
| S=C(NCCc1ccccc1)N1CCCC1 | 4 | 2 | 1 | 2 | -0.2 | -1 | 13 | -4 | i |
| COc1ccc(/C=C2\CCC(C3CCCC3)C2=O)cc1Cn1cccn1 (centres undefined) | 7 | 24 | -4 | 0 | 2.2 | -7 | 3 | 22 | i |
| O=C(c1ccccc1F)N1CCN(Cc2ccc3c(c2)OCO3)CC1 | 4 | -1 | -1 | 4 | -0.1 | -3 | 9 | 13 | i |
| NCCCC[C@H]1CNC(=O)C(=O)N1CCc1cccc2ccccc12 | -5 | -12 | 5 | 2 | -0.3 | -4 | -7 | -5 | i |
| N#CC1=C(N)C(C#N)(C#N)[C@H](c2ccncc2)[C@H]2CC3(CC=C12)OCCO3 | -8 | -1 | -13 | -3 | 2.2 | -4 | 7 | 8 | i |
| COc1ccc(CNC(=O)OC23CN(C(=O)OC(C)C)N(C(=O)OC(C)C)CC2(O)CN(S(=O)(=O)c2ccc(C)cc2)C3)cc1OC (centres undefined) | 10 | 8 | 6 | 1 | -0.7 | 2 | 5 | -2 | i |
| CS(=O)(=O)N(CC(=O)NCc1ccccn1)Cc1ccc(Cl)cc1 | -6 | -9 | 6 | 1 | 0.5 | -2 | 16 | -3 | i |
| CN1CC[C@@H]2C(=O)N3CCc4ccc(Br)cc4[C@@H]3C[C@@H]21 | -13 | -11 | 0 | 1 | 0.3 | 3 | 2 | -9 | i |
| COC(=O)c1ccnc(SCC(=O)c2ccccc2)c1 | -9 | 7 | 2 | 0 | 0.9 | -2 | 4 | 6 | i |
| O=C(O)CCC(=O)Nc1cccc(-c2nnc(-c3ccccc3)o2)c1 | -3 | -1 | -1 | 1 | -1.0 | 0 | 8 | -3 | i |
| O=C(Nc1nnc(-c2ccc(Cl)s2)o1)C1CCCCC1 | -2 | -1 | 9 | 0 | -1.0 | -2 | -8 | -11 | i |
